Screening data as filed in PubChem.
HPDE-C7 cytotoxicity: HPDE-C7 pancreatic duct cell viability loss – fluorescence, HTS (AID 430) | HPDE-C7 pancreatic duct cells viability, fluorescence; higher % means a stronger effect | one-dose cytotoxicity, % at 10 µM; EC50 in µM for titrated hits | 1.8% of 63,000 active;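 further: cells exposed to compound for 48 hours before viability readout; 0% = vehicle and 100% = reference cytotoxic drug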
Spn MK inh: blocks S. pneumoniae mevalonate kinase | purified MK, PK/LDH-coupled NADH absorbance 340 nm | AID 555 | inhibition, % at 10 µM | 0.48% of 65,000 active;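 active means ranked among the strongest by inhibition in the single 10 µM screen, a fixed top-ranked set picked for dose follow-up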; further: no value below 0 was filed
PMK inhibit: S. pneumoniae PMK inhibition; purified PMK, PK/LDH-coupled NADH absorbance 340 nm; inhibition, % at 10 µM; 0.49% of 65,000 active; AID 539;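 active means top-ranked compounds by inhibition in the single 10 µM screen, taking a fixed number of the strongest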;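 further: 0% = full reaction with DMSO carrier and 100% = background rate without enzyme reaction; no value below 0 was filed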
TNAP inhibition: human TNAP enzyme inhibitors, biochemical, luminescent (AID 518) | purified TNAP enzyme, luminescent substrate readout; higher % means a stronger effect | inhibition, % at 20 µM, or IC50 in µM where a hit was titrated | 0.09% of 64,000 active; in the data active means a potency from the dose series; inactive means the rest, 99 in 100 with inhibition below about 22%;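 further: plate controls were vehicle for no effect and reference inhibitor for full effect; many of its hits are not listed in these tables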
Bfl-1 inhibitors: displacement of Bid BH3 peptide from Bfl-1 – biochemical, fluorescence polarization, FITC-Bid, mouse, primary screen (AID 432) | FITC-Bid BH3 peptide fluorescence polarization displacement; higher % means a stronger effect | one-dose displacement, % at 20 µM; IC50 in µM for titrated hits | 0.02% of 64,000 active; in the data active means a potency from the dose series; inactive means the rest, 99 in 100 with displacement below about 15%; further: strong numbers were not always called active
KRASV12 cytotoxicity: cytotoxicity in KRAS-transformed pancreatic duct cells, primary screen, cell-based, fluorescence, HTS (AID 431) | HPDE-C7K KRASV12 cells, Alamar Blue viability, 48 h; higher % means a stronger effect | cytotoxicity, % at 10 µM; hits with a dose series show EC50 in µM | 1.7% of 63,000 active;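 active means compounds whose percent cytotoxicity in the single-dose primary screen, scaled between solvent and toxic-drug controls, exceeds 50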;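 further: 0% = DMSO solvent wells and 100% = doxorubicin-treated wells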
Spn DPM-DC inh: inhibitors of Streptococcus pneumoniae diphosphomevalonate decarboxylase; purified DPM-DC, PK/LDH coupled NADH fluorescence; calls only at 10 µM; 0.49% of 65,000 active; AID 556;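 active means the 320 compounds with the highest percent inhibition in the single-dose primary screen, excluding strongly autofluorescent ones, cut at about 32% in these data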;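 further: kinetic rate of NADH fluorescence loss reporting ADP formed by the decarboxylase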
LYP inhibition: LYP phosphatase inhibitors, primary screen, biochemical, DiFMUP fluorescence, recombinant catalytic domain, 10 µM (AID 606) | recombinant LYP catalytic domain, DiFMUP fluorescence; higher % means a stronger effect | inhibition, % at 10 µM, or IC50 in µM where a hit was titrated | 52,000 tested, under 10 active;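 active means IC50 under 40 µM in the dose-response test; inactive means IC50 of 40 µM or more, or never dose-tested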
HT1080 viability: cytotoxicity in HT1080 fibrosarcoma cells, cell-based, fluorescence readout (AID 620) | HT1080 viability, fluorescence; higher % means a stronger effect | cytotoxicity, % at 10 µM, or EC50 in µM where a hit was titrated | 0.42% of 87,000 active;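 further: cells exposed to compound overnight then 4 h with Alamar Blue; 0% = vehicle DMSO and 100% = killing control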
PMK inhibit pilot replicates: also measured in PMK inhibit; calls as there; inhibition, %; measured here: pilot screen replicates
Spn MK inh pilot replicates: recorded beside Spn MK inh, whose call it bears; inhibition, %; measured here: pilot screen replicates
Spn DPM-DC inh pilot screen %: also measured in Spn DPM-DC inh; calls as there; inhibition, %; measured here: pilot screen trials
An asterisk follows results filed as active; i = inactive; . = no result given. Unless noted, no stated cut-off is given here; in the data, active means cytotoxicity above about 50%; inactive means the rest. Outcome played no part in choosing rows; 3.4% or so of the library scored in one or more.

SMILES	HPDE-C7 cytotoxicity	Spn MK inh	PMK inhibit	TNAP inhibition	Bfl-1 inhibitors	KRASV12 cytotoxicity	Spn DPM-DC inh	LYP inhibition	HT1080 viability	others
c1ccc(-c2nnc(Cn3c4ccccc4c4nc5ccccc5nc43)o2)cc1	-11.2%	9.0	8.0	1.1%	-1.5%	-19.5%	.	6.9%	9.5%
Cc1cc(=O)oc2c(CN3CCCCC3)c(O)c(Cl)cc12	-11.3%	12.0	0.0	6.4%	4.0%	-7.3%	.	.	-6.7%
Cc1cccc(N2CCN(C(=O)c3cc4c(=O)n(C)c5ccccc5c4n3C)CC2)c1C	61.6%*	9.0	5.0	0.6%	-3.8%	43.5%	i	.	-2.2%
COCCCNC(=O)c1ccccc1NS(C)(=O)=O	2.0%	6.0	3.0	7.9%	-1.8%	0.1%	.	18.1%	5.5%
COCCNC(=O)C1CCCN(c2nn3c(=O)cc(C)nc3s2)C1 (stereo not given)	-0.5%	0.0	33.0*	2.3%	0.3%	1.0%	i	0.0%	-2.8%
CC(=O)Oc1ccc2c(c1)c(C(C)=O)c(C)n2C	24.7%	8.0	11.0	10.8%	-10.1%	28.5%	i	2.5%	6.1%
CC1CCCCN1Cc1nc2c(c(=O)n(C)c(=O)n2C)n1Cc1c(F)cccc1Cl (stereo not given)	-0.7%	8.0	12.0	6.5%	-4.2%	-8.4%	i	.	-5.6%
COc1ccc(-c2c3c(=O)n(C)c(=O)n(C)c3cn2Cc2ccccn2)cc1	33.8%	4.0	7.0	6.4%	3.6%	7.0%	i	15.3%	-4.4%
CCCCNC(=O)CC1N=C2c3ccccc3N=C(SCC(=O)Nc3ccccc3OC)N2C1=O (stereo not given)	1.2%	7.0	12.0	7.2%	-11.1%	-3.4%	i	3.2%	-0.7%
Brc1[nH]nc2ccccc12	.	0.0	0.0	13.1%	-0.7%	.	i	.	0.7%
O=C(NC1CCCCCC1)C1CCN(S(=O)(=O)c2cccc3cccnc23)CC1	-7.0%	3.0	3.0	0.1%	-1.0%	-11.3%	i	11.3%	-4.3%
CC(C)c1ccc(OCc2nc(-c3ccccn3)no2)c(Br)c1	-4.1%	1.0	12.0	9.7%	-5.1%	3.1%	i	4.7%	-2.5%
NC(=O)Nn1c(CCC(=O)O)ccc1-c1ccc(Br)cc1	16.0%	7.0	6.0	12.4%	-3.9%	13.2%	i	14.4%	-8.4%
O=C(Nc1ccc(-c2noc(-c3cccs3)n2)cc1)c1cccnc1	53.2%*	7.0	0.0	14.1%	-1.6%	52.5%*	i	10.1%	20.6%	PMK inhibit pilot replicates=0.5;Spn MK inh pilot replicates=0.0;Spn DPM-DC inh pilot screen %=0.0
Cn1nnnc1SCC(=O)Nc1c(Cl)cccc1Cl	-14.6%	1.0	24.0	1.4%	-2.1%	-14.1%	i	.	11.7%
COc1ccccc1CN(CC(=O)NCc1ccco1)C(=O)CNS(=O)(=O)c1ccc(C)cc1	.	3.0	1.0	-0.7%	-8.1%	.	i	-10.4%	-21.3%
CCC(CC)C(=O)N(c1ccc(F)cc1)C1C=CS(=O)(=O)C1 (stereo not given)	-9.2%	8.0	19.0	5.8%	-3.6%	-1.1%	i	2.8%	-2.1%
Cn1c(Cn2c(=O)sc3ccccc32)nnc1SCc1ccccn1	-12.8%	17.0	8.0	4.7%	-1.7%	-4.1%	i	.	17.7%
Cc1cc(N2CCN(C3CCCCC3)CC2)nc2cccc(O)c12	48.6%	1.0	1.0	11.7%	3.4%	26.4%	i	-2.6%	2.7%
Cc1ccc(C)c(N2CCN(C(=O)CCCn3c(=S)[nH]c4cc5c(cc4c3=O)OCO5)CC2)c1	-5.8%	6.0	9.0	10.3%	-6.4%	-4.4%	i	-0.6%	7.7%	PMK inhibit pilot replicates=0.0;Spn MK inh pilot replicates=0.0;Spn DPM-DC inh pilot screen %=0.0
COc1ccc(CC(=O)n2c(CC#N)nc3ccccc32)cc1OC	33.9%	2.0	5.0	3.0%	0.6%	35.2%	i	23.3%	6.1%
C=CCn1c(N)c(C(=O)Nc2ccccc2)c2nc3ccccc3nc21	66.5%*	0.0	2.0	6.2%	-1.3%	60.6%*	i	-5.8%	0.4%
CCOC(=O)CN1C(=O)C(O)(CC(=O)c2cccc(OC)c2)c2ccccc21 (stereo not given)	-11.0%	4.0	7.0	9.1%	-1.3%	-26.6%	i	.	-80.8%
CCSc1nnc(-c2ccccc2NC(C)=O)c(=O)[nH]1	-13.4%	7.0	4.0	0.4%	-12.9%	-15.6%	i	0.6%	4.3%
CC(C)(C)NC(=O)Cn1cc(C#N)c2cc(Br)ccc21	-1.9%	7.0	0.0	9.2%	-1.5%	-3.3%	i	29.1%	3.5%

Pulled by compound from the list above:
SMILES	HPDE-C7 cytotoxicity	Spn MK inh	PMK inhibit	TNAP inhibition	Bfl-1 inhibitors	KRASV12 cytotoxicity	Spn DPM-DC inh	LYP inhibition	HT1080 viability	others
COc1ccc(-c2c3c(=O)n(C)c(=O)n(C)c3cn2Cc2ccccn2)cc1	33.8%	4.0	7.0	6.4%	3.6%	7.0%	i	15.3%	-4.4%
CC(C)c1ccc(OCc2nc(-c3ccccn3)no2)c(Br)c1	-4.1%	1.0	12.0	9.7%	-5.1%	3.1%	i	4.7%	-2.5%
CCC(CC)C(=O)N(c1ccc(F)cc1)C1C=CS(=O)(=O)C1 (stereo not given)	-9.2%	8.0	19.0	5.8%	-3.6%	-1.1%	i	2.8%	-2.1%
COCCNC(=O)C1CCCN(c2nn3c(=O)cc(C)nc3s2)C1 (stereo not given)	-0.5%	0.0	33.0*	2.3%	0.3%	1.0%	i	0.0%	-2.8%

Further records follow.
SMILES	HPDE-C7 cytotoxicity	Spn MK inh	PMK inhibit	TNAP inhibition	Bfl-1 inhibitors	KRASV12 cytotoxicity	Spn DPM-DC inh	LYP inhibition	HT1080 viability	others
COc1ccc2c(c1)OC(O)(C(F)(F)C(F)F)CC2=O (stereo not given)	5.2%	3.0	0.0	7.2%	-0.1%	13.3%	i	-1.9%	-7.0%
COC(=O)c1ccc(NC(=O)CSc2nnc(-c3ccncc3)n2N)cc1	-29.8%	8.0	2.0	20.9%	-3.3%	-4.0%	i	12.9%	-2.8%
CCOc1ccccc1NC(=O)CCCc1nc2ccccc2c(=O)[nH]1	8.2%	0.0	20.0	12.1%	-4.8%	7.2%	i	.	28.0%
O=C(NCC(=O)N(c1ccc2c(c1)OCCO2)C(C(=O)NC1CCCC1)c1ccco1)c1ccco1 (stereo not given)	4.4%	9.0	20.0	6.3%	4.0%	5.4%	i	1.7%	-7.4%	PMK inhibit pilot replicates=0.0;Spn MK inh pilot replicates=0.0;Spn DPM-DC inh pilot screen %=0.0
O=C(NCCCN1CCOCC1)c1cc(-c2ccc3c(c2)OCO3)nc2ccccc12	-36.6%	6.0	0.0	1.3%	0.3%	-23.0%	i	4.4%	1.0%
CC1CCCCN1C(=O)c1cc(F)c(F)cc1Cl (stereo not given)	5.8%	0.0	1.0	7.9%	-1.3%	9.5%	i	7.0%	-2.7%
CCCc1cc(=O)[nH]c(SCC(=O)N(C)Cc2ccccc2)n1	18.6%	0.0	22.0	4.8%	-5.3%	7.2%	i	17.5%	-8.2%
CCn1c(COc2ccccc2C)nnc1SCC(=O)Nc1ccc2c(c1)OCCO2	-5.6%	9.0	16.0	8.7%	-3.7%	-30.8%	i	2.7%	-5.3%
CN(CCC#N)CC(=O)Nc1ccc(NC(=O)CN(C)CCC#N)cc1	2.6%	0.0	15.0	8.1%	-9.8%	-9.0%	i	.	-11.1%
Cn1c(SCC(=O)NCc2ccco2)nnc1-c1ccc(S(=O)(=O)N2CCOCC2)cc1	-17.6%	7.0	2.0	4.2%	-4.0%	-10.4%	i	-5.5%	-4.6%
O=C(COc1ccccc1)Nc1nc(-c2ccc(S(=O)(=O)N3CCOCC3)cc2)cs1	-18.9%	9.0	3.0	11.5%	0.9%	-1.2%	i	10.3%	-13.5%
CC(C)c1nc(SCc2c(F)cccc2Cl)c2c(=O)n(C)c(=O)n(C)c2n1	77.1%*	8.0	1.0	3.9%	-5.0%	70.4%*	i	-1.6%	-4.3%
Cc1cc2c(c(=O)n1C)C(Cc1ccccc1)C(C#N)=C(N)O2 (stereo not given)	8.3%	4.0	5.0	8.7%	-5.1%	0.4%	i	2.5%	18.1%	PMK inhibit pilot replicates=1.0;Spn MK inh pilot replicates=0.0;Spn DPM-DC inh pilot screen %=4.5
Cc1ccccc1N(CC(=O)Nc1ccccc1C(=O)O)S(C)(=O)=O	-1.5%	2.0	0.0	6.6%	4.2%	3.1%	i	1.2%	8.2%
COc1ccccc1C(=O)Nc1cccc(N(C)S(C)(=O)=O)c1	-4.6%	0.0	0.0	-3.0%	-0.4%	-21.2%	i	6.9%	6.9%
O=C(CSc1nc(O)cc(=O)n1-c1ccccc1)N1CCCCC1	-32.6%	5.0	0.0	12.5%	-5.6%	-15.4%	i	15.1%	-7.8%	PMK inhibit pilot replicates=3.0;Spn MK inh pilot replicates=2.0;Spn DPM-DC inh pilot screen %=1.5
COC(=O)c1ccc(C)c(NS(=O)(=O)c2ccc3c(c2)OCCO3)c1	62.8%*	8.0	6.0	7.9%	0.0%	59.3%*	i	5.3%	51.6%*	PMK inhibit pilot replicates=2.0;Spn MK inh pilot replicates=4.5;Spn DPM-DC inh pilot screen %=3.5
COc1ccc(C)cc1NC(=O)CN1CCN(S(=O)(=O)c2ccc(F)cc2)CC1	-6.1%	4.0	10.0	7.5%	-4.0%	-10.7%	i	17.6%	5.4%
CCc1ccc(CCC(=O)Nc2nnc(CC)s2)o1	4.2%	11.0	0.0	7.8%	-3.3%	-7.4%	i	17.4%	3.5%
CCC(Sc1nc2ccccc2c(=O)n1CC1CCCO1)C(=O)NCc1cccnc1 (stereo not given)	-9.6%	9.0	0.0	8.2%	0.7%	-1.6%	i	11.4%	2.5%
C=CCN1C(=O)c2oc3ccccc3c(=O)c2C1c1ccc(O)c(OC)c1 (stereo not given)	-4.4%	4.0	15.0	14.3%	-2.2%	-6.1%	i	10.9%	-4.6%
Cc1ccccc1-n1c(=O)cc(N2CC(C)OC(C)C2)[nH]c1=O (stereo not given)	1.5%	2.0	4.0	14.6%	-10.4%	2.3%	i	11.1%	0.8%
O=C(NCCO)c1ccc(-c2nnc(N3CCOCC3)c3ccccc23)cc1	-2.1%	1.0	1.0	7.6%	-4.9%	-10.5%	i	17.7%	4.6%

Filtered by structure: the entries above with a COOH group (two)
SMILES	HPDE-C7 cytotoxicity	Spn MK inh	PMK inhibit	TNAP inhibition	Bfl-1 inhibitors	KRASV12 cytotoxicity	Spn DPM-DC inh	LYP inhibition	HT1080 viability	others
NC(=O)Nn1c(CCC(=O)O)ccc1-c1ccc(Br)cc1	16.0%	7.0	6.0	12.4%	-3.9%	13.2%	i	14.4%	-8.4%
Cc1ccccc1N(CC(=O)Nc1ccccc1C(=O)O)S(C)(=O)=O	-1.5%	2.0	0.0	6.6%	4.2%	3.1%	i	1.2%	8.2%
